# Screening results (PubChem BioAssay)
# D3 antag: antagonists of human D3 dopamine receptor; P35462; D3R cells, DiscoveRx beta-arrestin luminescence, antagonist mode; hits give low values; max response, negative = inhibition, %; 2.5% of 360,000 active; AID 652054; in the data active = max response below about -50%; inconclusive = no clear call, values can overlap the other calls; note: % is set by controls: 0 for no effect and ±100 for the full control effect; mostly tested at two doses, the higher about 12 µM
#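 Cells plated overnight at 1500 cells/well, then exposed to library compounds with dopamine controls for 90 minutes at 37 degrees C. DiscoveRx reagent added for 30–60 minutes at room temperature; luminescence read, quantitative HTS format.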
# aSyn yeast inh: alpha-synuclein toxicity inhibition in yeast. Yeast expressing alpha-synuclein, growth rescue, BacTiter-Glo, 24 h. 0.14% of 370,000 active. Potency, µM (series often up to 46.1 µM), for inactives: at the highest dose growth rescue (activation), usual class: activators. AID 652106; note: potency is the fitted concentration of half-maximal effect; % of control where 0% means no effect; nearly all actives have a fitted effect of over 65% in size
#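 Galactose-induced alpha-syn yeast (OD600=0.02, raffinose-pregrown) + pinned cpd, 24 hr, 30 deg C; growth by BacTiter-Glo luminescence. Growth restoration scores as activation.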
# TDP43 rescue: TDP-43 toxicity inhibition in yeast. TDP-43 expressing yeast growth rescue, BacTiter-Glo, 24 h. 1.8% of 410,000 active. Potency, µM (series often up to 46.1 µM), inactives show top-dose growth rescue (activation), hits mostly activators; note: potency is the fitted concentration of half-maximal effect; % of control where 0% means no effect; nearly all actives have a fitted effect of over 50% in size
#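 Yeast cells expressing TDP-43 under galactose induction are exposed to compounds for 24 hr at 30 deg C. BacTiter-Glo luminescence measures growth, so protective compounds score as activators.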
# KB-V1 MDR tox: KB-V1 MDR subline cytotoxicity; AID 1347076; Potency, µM (titrated, usually from 46.1 µM), for inactives: top-dose activity change, negative = cytotoxicity, actives largely listed as cytotoxic; KB-V1 MDR cells viability, CellTiter-Glo, 72 h; 3.4% of 400,000 active; note: potency is the fitted concentration of half-maximal effect; % is set by controls: 0 for no effect and ±100 for the full control effect; nearly all actives have a fitted effect of over 60% in size
#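 Cytotoxicity via CellTiter-Glo luminescence after 72 h compound exposure at 37 degrees C. Cells: drug-selected KB-V1 line, DMEM phenol-red free plus 10% FBS. Compounds tested at multiple concentrations; normalized data fitted to concentration-effect curves.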
# GLP1R ag: GLP-1 receptor (human) agonism; P43220; HEK293 GLP-1R CRE-luciferase, luminescence, 4-6 h; cells express a hypersensitive GLP-1R form; Potency, µM (highest dose often 45.6 µM), without a hit: at the highest dose activation, hits mostly activators; 0.007% of 380,000 active; AID 624172; note: potency is the fitted concentration of half-maximal effect; % of control where 0% means no effect
# Target sequence (P43220 whole entry, looked up): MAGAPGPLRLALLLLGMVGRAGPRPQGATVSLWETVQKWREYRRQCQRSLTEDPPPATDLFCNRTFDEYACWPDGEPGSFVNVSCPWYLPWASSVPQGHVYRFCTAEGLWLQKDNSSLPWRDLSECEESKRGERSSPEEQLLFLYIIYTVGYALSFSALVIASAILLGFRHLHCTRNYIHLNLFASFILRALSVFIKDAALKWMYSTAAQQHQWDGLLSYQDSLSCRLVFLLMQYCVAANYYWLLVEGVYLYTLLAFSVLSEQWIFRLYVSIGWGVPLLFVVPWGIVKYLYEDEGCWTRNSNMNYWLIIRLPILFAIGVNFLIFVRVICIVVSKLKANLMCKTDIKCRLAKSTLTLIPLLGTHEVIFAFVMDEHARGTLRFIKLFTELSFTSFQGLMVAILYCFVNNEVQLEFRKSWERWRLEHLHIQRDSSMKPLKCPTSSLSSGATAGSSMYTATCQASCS
# DRD3 agonist: D3 dopamine receptor (human) agonism; P35462; D3R DiscoveRx beta-arrestin cells, luminescence, 90 min; max activation, %; 0.58% of 410,000 active; AID 652048; in the data active = max activation above about 30%; note: 0% is about no effect; mostly tested at two doses, the higher about 12 µM
#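 Agonist mode: compounds and dopamine controls were applied to plated cells for 90 min at 37 degrees C after an overnight attachment at 1500 cells/well. Luminescent read-out followed 30 - 60 minutes at room temperature with DiscoveRx detection reagent.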
# GLP1R cytotox: cytotoxicity in counter-screen for GLP-1R inverse agonists; Potency, µM (titrated, usually from 38.3 µM), without a hit: top-dose activity change, negative = inhibition, actives largely listed as inhibitors; AID 624418; 0.13% of 410,000 active; HEK293 cAMP-luciferase reporter cells, luminescence, 24 h;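 note: loss of luciferase light is scored as toxicity; potency is the fitted concentration of half-maximal effect; % is set by controls: 0 for no effect and ±100 for the full control effect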
#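 1536-well qHTS counterscreen of the MLSMR; 200 cells/uL, 12 h pre-incubation, 23 nL cpd, 24 h at 37 deg C 5% CO2, luciferase detection reagent, 12 min RT, luminescence. Inhibition = undesired.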
# PTHR1 agonist: activates the human parathyroid hormone receptor PTHR1; Q03431; HEK293 GP2 PTHR1 cells, GloSensor cAMP luminescence, 1 h; Potency, µM (highest dose often 115 µM), for the others: at the highest dose activation, usual class: activators; 0.075% of 410,000 active; AID 743266; note: potency is the fitted concentration of half-maximal effect; nearly all actives have a fitted effect of over 55% in size; some results filed as inactive show a strong effect at the top dose; inactives centre near -15; many of its hits are not listed in these tables
#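 HEK-293-derived GP2 cells expressing PTHR1 and a GloSensor cAMP reporter, 3,000/well, plated overnight, given luciferin plus IBMX (each 0.5 mM as added) for 1 h at 37 °C, then compound for 1 h at 37 °C. Luminescence was read after 15 min at room temperature.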
# GLP1R inv ag: inverse agonists of human GLP-1 receptor; 1.6% of 410,000 active; AID 624417; Potency, µM (doses to about 38.3 µM), without a hit: at the highest dose activity change, negative = inhibition, most hits filed as inhibitors; HEK293 GLP-1R CRE-luciferase, luminescence, 24 h; GLP-1R form is constitutively active; note: potency is the fitted concentration of half-maximal effect; % is set by controls: 0 for no effect and ±100 for the full control effect; nearly all actives have a fitted effect of over 55% in size
#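 Seeding at 200 cells/uL, 12 h culture, 24 hr compound treatment, then luciferase reagent and a luminescence read; cells are HEK293 stably expressing a constitutively active GLP-1R plus cAMP-responsive luciferase.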
# The depositor's hits bear a star; i = inactive; ? = inconclusive; nt = no result given; & = joins results of further samples; [ ] = remark or other dose. Unless noted, calls come from the whole dose curve; as a rule, active = well fitted curve in the direction sought with a large enough effect; inconclusive = small, poorly fitted or top-dose-only effect, or another doubt; inactive = no such curve, though single readings can be large; an effect the other way counts as inactive or inconclusive. An excerpt; rates above refer to the full screens.
(1) CCOC(=O)[C@]12Cc3ccccc3[C@H]1N(Cc1ccccc1)C(=O)c1ccccc12
(2) CC(C)n1cc(C(=O)N(CC(=O)NC(C)(C)C)Cc2ccccc2)cn1
(3) CCOP(=O)(c1ccc(N(C)C)cc1)C(O)c1ccc(C)cc1 (configuration not stated)
(4) CCCCC(=O)OCC(=O)C1(O)Cc2c(O)c3c(c(O)c2C(OC2CC(NC(=O)C(F)(F)F)C(O)C(C)O2)C1)C(=O)c1c(OC)cccc1C3=O (configuration not stated)
(5) COc1ccc(C(=O)c2nc3ccccc3n2C(C)C)cc1OC
(6) COc1cc(CC(C)N)c(OC)cc1I (configuration not stated)
(7) COc1ccccc1Cc1c(-c2ccc(C)cc2)nc2cc(C)c(Br)c(C)n12
(8) COC(=O)C1=C(c2cccc(OCc3ccccc3)c2)C[C@@H]2CC[C@H]1N2C(=O)NCc1cccc(C(F)(F)F)c1
(9) O=C1NC(=S)N(C2CC2)C(=O)/C1=C/c1ccc2c(c1)CCN2CCCCl
(10) CC1CN2C(=O)C1(c1ccccc1)C(=O)NC2=S (configuration not stated)
entry no. | 1 | 2 | 3 | 4 | 5 | 6 | 7 | 8 | 9 | 10
D3 antag | 15 | 12 | -3 | -16 | 0 | -22 | 4 | 30 | 2 | -27
aSyn yeast inh | 3% | -1% | 4% | 1% | 14% | 4%&4% | 2% | -3% | 20% | -5%
TDP43 rescue | -25% | -16% | 4% | 1% | 7% | 22% | 10% | 21% | 10% | 19%
KB-V1 MDR tox | ? | -7% | 29% | -18% | -23% | 2% | ? | 3% | 0% | 2%
GLP1R ag | -4% | -6% | 6% | -3% | -2% | -8% | -1% | -5% | -8% | -2%
DRD3 agonist | -10 | -2 | 3 | -8 | 0 | -32 | 3 | 21 | -3 | 3
GLP1R cytotox | 3% | -20% | 150%[activator] | ? | 2% | -20% | 6% | -4% | -1% | -12%
PTHR1 agonist | i | i | i | -20% | -1% | -13% | -12% | -15% | -24% | i
GLP1R inv ag | ? | -19% | -5% | ? | 51%[activator] | ? | ? | 11µM* | 7% | 12%

# Full records from above.
# `CC1CN2C(=O)C1(c1ccccc1)C(=O)NC2=S` (configuration not stated) is listed with D3 antag = -27; aSyn yeast inh = -5%; TDP43 rescue = 19%; KB-V1 MDR tox = 2%; GLP1R ag = -2%; DRD3 agonist = 3; GLP1R cytotox = -12%; PTHR1 agonist = i; GLP1R inv ag = 12%
# `CCOP(=O)(c1ccc(N(C)C)cc1)C(O)c1ccc(C)cc1` (configuration not stated) is listed with D3 antag = -3; aSyn yeast inh = 4%; TDP43 rescue = 4%; KB-V1 MDR tox = 29%; GLP1R ag = 6%; DRD3 agonist = 3; GLP1R cytotox = 150%[activator]; PTHR1 agonist = i; GLP1R inv ag = -5%

# Continued:
(11) CCC(C)C(=O)N[C@@H](c1ccccc1)[C@@H](O)C(=O)O[C@H]1C[C@@]2(O)[C@@H](OC(=O)c3ccccc3)C3[C@](C)(C(=O)[C@H](OC(C)=O)C(=C1C)C2(C)C)[C@@H](O)C[C@H]1OC[C@@]31OC(C)=O (some centres not stated)
(12) COc1ccc(-n2cc(-c3ccccc3)c3c(NCCCN4CCOCC4)ncnc32)cc1
(13) Cc1cc(Cl)ccc1OCC(=O)N1CCN(C)CC1
(14) NCCc1c(Cc2ccccc2)[nH]c2ccccc12
(15) COc1cc2c(cc1OC)C(C(=O)NCCC(C)C)C1CCCCN1C2=O (configuration not stated)
(16) O=C(Cc1cc(=O)oc2cc(O)ccc12)NN=Cc1ccc(N(CCCl)CCCl)cc1
(17) COc1ccc(-n2c(/C=C3/C(=O)Nc4ccccc43)nc3ccccc3c2=O)cc1
entry no. | 11 | 12 | 13 | 14 | 15 | 16 | 17
D3 antag | -5 | 15 | -13 | -14 | 6 | 23 | 7
aSyn yeast inh | 1% | 10% | 1% | 0% | 0% | 11% | 1%
TDP43 rescue | -3% | 8% | 1% | 4% | 14% | -18% | -12%
KB-V1 MDR tox | 0% | 1% | -1% | -4% | ? | -7% | -6%
GLP1R ag | 9% | 17% | -5% | 3% | -3% | 16% | 5%
DRD3 agonist | -1 | 0 | -4 | -5 | 4 | -19 | 1
GLP1R cytotox | -36% | ? | 4% | -7% | -3% | nt | 11%
PTHR1 agonist | 17% | i | -13%[57.5 µM] | -8% | i | -15% | -23%
GLP1R inv ag | -43% | ? | -4% | ? | 10% | ? | 5%

# A draw from above in order of SMILES length, largest number first:
(8) COC(=O)C1=C(c2cccc(OCc3ccccc3)c2)C[C@@H]2CC[C@H]1N2C(=O)NCc1cccc(C(F)(F)F)c1
(10) CC1CN2C(=O)C1(c1ccccc1)C(=O)NC2=S (configuration not stated)
(6) COc1cc(CC(C)N)c(OC)cc1I (configuration not stated)
entry no. | 8 | 10 | 6
D3 antag | 30 | -27 | -22
aSyn yeast inh | -3% | -5% | 4%&4%
TDP43 rescue | 21% | 19% | 22%
KB-V1 MDR tox | 3% | 2% | 2%
GLP1R ag | -5% | -2% | -8%
DRD3 agonist | 21 | 3 | -32
GLP1R cytotox | -4% | -12% | -20%
PTHR1 agonist | -15% | i | -13%
GLP1R inv ag | 11µM* | 12% | ?
